# 14-3-3g Raf: modulators of 14-3-3 gamma protein binding, primary screen, biochemical, fluorescence polarization. inhibition, % at 40 µM. 14-3-3 protein gamma (Homo sapiens), P61981. hit rate 0.19% among 160,000. FP, 14-3-3gamma / TMR-pS259-Raf peptide binding; in the data active means inhibition above about 30%;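 further: 0% = protein plus tracer without compound and 100% = blank with tracer alone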
# Target sequence (P61981 whole entry, looked up): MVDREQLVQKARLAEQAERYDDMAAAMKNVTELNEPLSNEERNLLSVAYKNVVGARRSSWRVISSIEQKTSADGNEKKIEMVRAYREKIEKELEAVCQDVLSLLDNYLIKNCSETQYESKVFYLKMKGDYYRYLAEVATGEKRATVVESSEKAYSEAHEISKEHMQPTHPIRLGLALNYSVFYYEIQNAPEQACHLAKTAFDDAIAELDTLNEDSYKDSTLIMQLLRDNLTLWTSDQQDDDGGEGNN
# The depositor's hits bear a star; & = joins results of further samples. These rows are one share of the data. The share of hits here may be higher or lower than overall.
SMILES,14-3-3g Raf
O=C(NC1CCCCCC1)C1CCN(S(=O)(=O)c2cccc3cccnc23)CC1,0.3
COc1ccccc1CN(CC(=O)NCc1ccco1)C(=O)CNS(=O)(=O)c1ccc(C)cc1,-9.8
O=C(Nc1ccc(-c2noc(-c3cccs3)n2)cc1)c1cccnc1,-12.4
Cn1nnnc1SCC(=O)Nc1c(Cl)cccc1Cl,-3.0
Cc1ccc(Cn2c(SCCO)nc3c2c(=O)[nH]c(=O)n3C)cc1,0.0
Cc1ccc2nc(Nc3nc(C)cc(=O)[nH]3)nc(C)c2c1,6.9
CCN1CCN(c2ncc(C(=O)N3CCN(c4ccccc4)CC3)c3ccccc23)CC1,-4.3
CCC(CC)C(=O)N(c1ccc(F)cc1)C1C=CS(=O)(=O)C1 (stereo not drawn),-0.6
Cc1nn(-c2ccccc2)c(OC(=O)c2ccc3c(c2)OCO3)c1S(=O)(=O)c1ccccc1,-9.3
CSc1nc2ccc(S(=O)(=O)N3CCCCC3)cc2s1,6.5
CCC1(CC)Cc2ccccc2-c2nc(-c3ccccc3)n(CCCO)c(=O)c21,-3.0
O=c1oc(-c2ccccc2F)nc2scc(-c3ccc(Cl)cc3)c12,-2.4
O=C1CN(S(=O)(=O)c2ccc3c(c2)CCN3C(=O)C2CCC2)CC(=O)N1CCc1ccccc1,-5.6
O=C(c1ccc(Br)s1)N1CCN(Cc2ccc3c(c2)OCO3)CC1,-0.9
COc1ccc(Cl)cc1S(=O)(=O)n1ccnc1C(C)C,5.6
O=C1CC(c2ccccc2)CC2=C1C(c1ccc(F)cc1)Nc1ccc(C(=O)c3ccccc3)cc1N2 (stereo not drawn),-42.0
Cn1c(=O)c2cc(S(=O)(=O)Nc3ccc4c(c3)OCO4)ccc2n(C)c1=O,-8.1&-11.2
CCc1cccc2c(C#N)cn(CC(=O)NCc3ccco3)c12,-6.3
O=C(O)c1ccc(CSC2CCCCC2)cc1,-3.9
CCCCNC(=O)CC1N=C2c3ccccc3N=C(SCC(=O)Nc3ccccc3OC)N2C1=O (stereo not drawn),-0.6
O=C(c1ccc2c(=O)n(Cc3ccc4c(c3)OCO4)c(=S)[nH]c2c1)N1CCCC1,7.2
CC1CC2(CCCN2Cc2ccccc2)CC1C (stereo not drawn),1.0
COC(=O)c1ccc(Oc2ncnc3sc4c(c23)CCCC4)cc1,-7.4
Cc1c(C(=O)N2CCN(C)CC2)sc2ncn(CC(=O)N3CCC(C)CC3)c(=O)c12,-2.9
C/C(Cl)=C/Cn1c(SCC(C)C)nc2c1c(=O)[nH]c(=O)n2C,-3.9
O=C1CSC2(CCCCC2)N1c1ccc(Br)cc1,-3.5
O=C(c1cccnc1)N1CCN(S(=O)(=O)c2ccc(F)cc2)CC1,2.9
Cc1cc(NC(=O)C(C)(C(F)(F)F)C(F)(F)F)no1,-6.9
Cn1cc(C2=C(c3ccc(Cl)cc3Cl)C(=O)NC2=O)c2ccccc21,-86.4
Cc1c(C(=O)Nc2ccccc2F)sc2nc(-c3ccccc3)cn12,-15.1
O=C1CSC(c2ccco2)N1Cc1ccccc1 (stereo not drawn),-9.7
Cc1cc(Nc2ccc(N3C(=O)C4CC=CCC4C3=O)cc2[N+](=O)[O-])on1 (stereo not drawn),2.4
Cc1ccc(C(c2nnnn2CC2CCCO2)N2CCN(C(=O)c3ccco3)CC2)cc1 (stereo not drawn),5.3
CCOC(=O)c1c(NC(=O)C(C)Oc2ccc(F)cc2)sc(C)c1C (stereo not drawn),-8.0
Cc1ccc(-c2ccc(CCC(=O)O)n2-c2cccc(C)c2C)cc1,-8.2
CC1(C)C=C(c2ccc(C3=CC(C)(C)NC(C)(C)C3)s2)CC(C)(C)N1,-4.6
Cn1cccc1CNC(=O)Nc1ccc(Cl)cc1,-0.2
CCc1c(C(=O)NCc2ccccc2Cl)[nH]c(C)c1C(C)=O,-11.7
COCCCNC(=O)c1ccccc1NS(C)(=O)=O,7.2
CCOC(=O)c1c[nH]c2c(Br)cccc2c1=O,-0.1

# No new results follow: an excerpt of the list.
SMILES,14-3-3g Raf
COc1ccc(Cl)cc1S(=O)(=O)n1ccnc1C(C)C,5.6
O=C1CC(c2ccccc2)CC2=C1C(c1ccc(F)cc1)Nc1ccc(C(=O)c3ccccc3)cc1N2 (stereo not drawn),-42.0
Cn1c(=O)c2cc(S(=O)(=O)Nc3ccc4c(c3)OCO4)ccc2n(C)c1=O,-8.1&-11.2
CCc1cccc2c(C#N)cn(CC(=O)NCc3ccco3)c12,-6.3
O=C(O)c1ccc(CSC2CCCCC2)cc1,-3.9
CCCCNC(=O)CC1N=C2c3ccccc3N=C(SCC(=O)Nc3ccccc3OC)N2C1=O (stereo not drawn),-0.6
O=C(c1ccc2c(=O)n(Cc3ccc4c(c3)OCO4)c(=S)[nH]c2c1)N1CCCC1,7.2
CC1CC2(CCCN2Cc2ccccc2)CC1C (stereo not drawn),1.0
COC(=O)c1ccc(Oc2ncnc3sc4c(c23)CCCC4)cc1,-7.4
Cc1c(C(=O)N2CCN(C)CC2)sc2ncn(CC(=O)N3CCC(C)CC3)c(=O)c12,-2.9
C/C(Cl)=C/Cn1c(SCC(C)C)nc2c1c(=O)[nH]c(=O)n2C,-3.9
O=C1CSC2(CCCCC2)N1c1ccc(Br)cc1,-3.5
O=C(c1cccnc1)N1CCN(S(=O)(=O)c2ccc(F)cc2)CC1,2.9
Cc1cc(NC(=O)C(C)(C(F)(F)F)C(F)(F)F)no1,-6.9
Cn1cc(C2=C(c3ccc(Cl)cc3Cl)C(=O)NC2=O)c2ccccc21,-86.4
Cc1c(C(=O)Nc2ccccc2F)sc2nc(-c3ccccc3)cn12,-15.1
O=C1CSC(c2ccco2)N1Cc1ccccc1 (stereo not drawn),-9.7
Cc1cc(Nc2ccc(N3C(=O)C4CC=CCC4C3=O)cc2[N+](=O)[O-])on1 (stereo not drawn),2.4
Cc1ccc(C(c2nnnn2CC2CCCO2)N2CCN(C(=O)c3ccco3)CC2)cc1 (stereo not drawn),5.3
CCOC(=O)c1c(NC(=O)C(C)Oc2ccc(F)cc2)sc(C)c1C (stereo not drawn),-8.0
Cc1ccc(-c2ccc(CCC(=O)O)n2-c2cccc(C)c2C)cc1,-8.2
CC1(C)C=C(c2ccc(C3=CC(C)(C)NC(C)(C)C3)s2)CC(C)(C)N1,-4.6
Cn1cccc1CNC(=O)Nc1ccc(Cl)cc1,-0.2
CCc1c(C(=O)NCc2ccccc2Cl)[nH]c(C)c1C(C)=O,-11.7
COCCCNC(=O)c1ccccc1NS(C)(=O)=O,7.2
CCOC(=O)c1c[nH]c2c(Br)cccc2c1=O,-0.1

# Remaining list, next part.
SMILES,14-3-3g Raf
O=C(Nc1ccc(Br)cc1)C12CC3CC(CC(C3)C1)C2,4.2
COc1ccc(NC(=O)C2CCN(S(=O)(=O)c3ccc(Br)s3)CC2)cc1OC,-47.0
COc1ccc(C(=O)CSc2nnc(COc3ccc(C#N)cc3)n2-c2ccccc2)cc1,-3.4
CCOc1ccc2nc(NC(=O)Cn3c(=O)oc4ccccc43)sc2c1,-7.1
O=C(NCc1ccc(N2CCCC2=O)cc1)c1cnccn1,-7.1
Cc1cccc(N2CCN(C(=O)c3cc4c(=O)n(C)c5ccccc5c4n3C)CC2)c1C,-6.6
Cc1cc(=O)oc2c(CN3CCCCC3)c(O)c(Cl)cc12,-7.0
C=CCNC(=O)c1ccc2c(c1)ncn2C1CCCC1,-4.9
O=C(NCc1ccc(F)cc1)C1c2ccccc2Oc2ccccc21,12.4
c1ccc(-c2nc3nc4ccccc4n3[nH]2)cc1,-1.8

# Brought forward from above: three compounds; new compounds follow.
SMILES,14-3-3g Raf
C=CCNC(=O)c1ccc2c(c1)ncn2C1CCCC1,-4.9
O=C(NCc1ccc(F)cc1)C1c2ccccc2Oc2ccccc21,12.4
c1ccc(-c2nc3nc4ccccc4n3[nH]2)cc1,-1.8
CCn1c(-c2cccc(Cl)c2)n[nH]c1=S,-0.1&-4.8
CC(=O)Oc1ccc2c(c1)c(C(C)=O)c(C)n2C,-7.9
COC(=O)c1ccc(C=Nc2ccc3c4c(cccc24)CC3)cc1,-15.8
Cc1cccc(N=c2oc3ccc(Cl)cc3cc2C(=O)Nc2nccs2)c1C,0.8
COc1ccc(-c2c3c(=O)n(C)c(=O)n(C)c3cn2Cc2ccccn2)cc1,-4.1
CCC(=O)Nc1ccc2oc(-c3ccccc3Br)nc2c1,-6.3&-22.2
CC1CCCCN1Cc1nc2c(c(=O)n(C)c(=O)n2C)n1Cc1c(F)cccc1Cl (stereo not drawn),3.2
CC(=O)c1c(C(C)=O)c(C)n(-c2ccc(C(=O)O)cc2)c1C,4.0
CC1(C)Cc2nc3sc4c(OCC(N)=O)ncnc4c3cc2CO1,-10.9
COC(=O)c1sc2nc3c(c(-c4ccc(C)cc4)c2c1N)CCCC3,0.2
CCn1c(SCCC(=O)O)nnc1-c1cccnc1,0.9
Cc1ccc(-c2c(C)c(-c3ccc(F)cc3)nc(N)c2C#N)o1,-10.4
Cc1nc(NC(=O)c2ccccc2)sc1-c1csc(Nc2ccc(O)cc2)n1,-12.4
COCCNC(=O)C1CCCN(c2nn3c(=O)cc(C)nc3s2)C1 (stereo not drawn),0.5
O=C(COC(=O)c1cccc(N2C(=O)c3cccc([N+](=O)[O-])c3C2=O)c1)c1ccccc1,-8.2
COc1ccc(S(=O)(=O)N2CCN(C(=O)Cc3cccs3)CC2)cc1,-0.5
CCn1c(=O)n(CC(=O)N2CCN(c3ccccc3)CC2)c(=O)c2ccccc21,-6.1
O=C(c1ccc(Cn2c(=S)[nH]c3ccc(Br)cc3c2=O)cc1)N1CCN(Cc2ccc3c(c2)OCO3)CC1,-1.2
Cc1cc(Nc2ccc(Cl)c(C(=O)O)c2)n2ncnc2n1,12.2
O=C(CN1CCN(C(c2ccccc2)c2ccccc2)CC1)NC(=O)NCc1ccco1,-6.6
CC(=O)SC(C)CC(=O)Nc1ccccc1 (stereo not drawn),-2.4
COc1ccc(C2(c3ccc(Cl)cc3)CCCCC2)cc1,-5.8
CC(C)(C)Nc1nc(-c2ccccc2O)nc2ccccc12,8.9
CC1CCN(c2ncnc3c2c(-c2ccccc2)cn3-c2ccccc2)CC1,0.4
O=C(CSc1ccc(C(F)(F)F)cc1[N+](=O)[O-])NCCOc1ccccc1Cl,-8.0
CC(=O)Nc1cccc(Cl)c1C(=O)O,-0.8&3.4
COc1ccc(-c2nnc(SCC(=O)N3CCN(c4ccccc4)CC3)o2)cc1OC,-1.8
CCOC(=O)C1CCN(C(=O)C2CCN(S(=O)(=O)CC)CC2)CC1,-3.7&-7.0
CC(=O)NCCn1c(=S)[nH]c2ccccc2c1=O,-4.0
COc1cc2c(cc1OC)C1C(C(=O)NCCN3CCOCC3)c3ccccc3C(=O)N1CC2 (stereo not drawn),-5.0
COc1ccc(CN2CCNC(=O)C2CC(=O)O)c(OC)c1 (stereo not drawn),-2.0
O=C(CN1CCN(c2ccccn2)CC1)NCCc1ccccc1,-3.0
COc1ccccc1N(CC(=O)NCc1cccnc1)S(=O)(=O)c1ccc(C)cc1,6.1
CC(C)COC(=O)n1c(=O)oc2cc(S(=O)(=O)N3CCCCC3)ccc21,2.1
CCC(CO)NCC(O)Cn1cnc2c1c(=O)n(C)c(=O)n2C (stereo not drawn),-3.3
CCc1nnc(NC(=O)CSc2nnc(CSc3nc(C)cc(C)n3)o2)s1,2.8
Cc1ccn2c(Nc3ccc(F)cc3)c(-c3ccc(C)o3)nc2c1,-8.3
Cc1ccc2nc(SCC(=O)NCc3ccccc3)[nH]c2c1,0.2
CCC(=O)NC(Nc1nc(C2CC2)cs1)(C(=O)OC)C(F)(F)F (stereo not drawn),-2.9
CCc1ccc(N2C(=O)NC3CC2(C)Oc2ccccc23)cc1 (stereo not drawn),-0.2
O=C(CN1C(=O)CSc2ccc(S(=O)(=O)N3CCOCC3)cc21)N1CCN(c2ccccc2)CC1,-2.8
O=C(Cc1cccs1)Nc1ccccc1NC(=O)Cc1cccs1,-1.6
Cc1cccc(N2CCN(C(=O)C3CCN(S(=O)(=O)c4cccc5nsnc45)CC3)CC2C)c1 (stereo not drawn),-1.2
CCCOC(=O)C1=C(C)NC2=C(C(=O)CC(C)(C)C2)C1c1ccc(N(C)C)cc1 (stereo not drawn),5.7
Cc1cc2oc3c(c(=O)c2cc1C)C(c1ccc(F)cc1)N(CCCN1CCOCC1)C3=O (stereo not drawn),0.1
O=C(O)CC1CCS(=O)(=O)C1 (stereo not drawn),-0.6&-12.8
COc1ccc(C)cc1N1C(=O)NC2CC1(C)Oc1ccc(Br)cc12 (stereo not drawn),1.9
O=C(CC1N=C2c3ccccc3N=C(SCc3cccc([N+](=O)[O-])c3)N2C1=O)NCc1ccc2c(c1)OCO2 (stereo not drawn),-70.8
CCOc1ccc(N2C(=O)C3C(c4ccccc4C)OC4(C(=O)c5ccccc5C4=O)C3C2=O)cc1 (stereo not drawn),-25.2
Cc1ccc(C(=O)Nc2ccc(S(N)(=O)=O)cc2)cc1,4.3

# (continued)
SMILES,14-3-3g Raf
COCCCNC(=O)c1ccc2c(c1)nc(C)n2-c1ccc(Br)cc1,-76.9
CSc1nnc2c(n1)OC(c1cccnc1)N(C(C)=O)c1ccccc1-2 (stereo not drawn),2.1
O=c1c2sc3ccccc3c2[nH]c(=S)n1CC1CCCO1 (stereo not drawn),-8.3
O=C(CSc1oc(-c2cccs2)nc1S(=O)(=O)c1ccc(Br)cc1)NC1CCCCC1,-50.9

# Screening results: PubChem, Emory University Molecular Libraries Screening Center
